Screening results as filed in PubChem.
CHO-K1 Ca ag: counter-screen for M1 agonists: effect in parental CHO-K1 cells | hit rate 0.48% among 360,000 | AID 602248, 2012 | activation, % at 3 µM | Fluo-8 calcium fluorescence; scaled to maximal ATP response, vehicle zero; in the data active means activation above about 15%;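 further: untransfected CHO-K1 host cells lacking M1 receptor as counterscreen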
CHRM1 PAM: human M1 muscarinic receptor positive allosteric modulators, primary screen, CHO-K1 cells, Fluo-8 calcium fluorescence, 1536-well; CHO-K1 hM1, ACh EC20; 0% = ACh EC20, 100% = maximal ACh; Muscarinic acetylcholine receptor M1 (Homo sapiens), P11229; hit rate 0.088% among 360,000; activation, % at 3 µM; AID 588819, 2011; in the data active means activation above about 19%, passing the limit was not always enough
CHRM4 agonist: human M4 muscarinic receptor agonists, primary screen, CHO-K1 cells, Fluo-8 calcium fluorescence; Muscarinic acetylcholine receptor M4 (Homo sapiens), P08173; CHO-K1 hM4/Gqi5; vehicle 0%, full acetylcholine response 100%; activation, % at 3 µM; hit rate 0.14% among 360,000; AID 624127, 2012;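 active means activation above the run mean over all test wells plus 3 SD, cut at about 32% in these data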;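 further: peak over basal fluorescence ratio per well then scaled between controls; 0% = DMSO wells and 100% = acetylcholine at EC100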
Target sequence (P08173 whole entry, looked up): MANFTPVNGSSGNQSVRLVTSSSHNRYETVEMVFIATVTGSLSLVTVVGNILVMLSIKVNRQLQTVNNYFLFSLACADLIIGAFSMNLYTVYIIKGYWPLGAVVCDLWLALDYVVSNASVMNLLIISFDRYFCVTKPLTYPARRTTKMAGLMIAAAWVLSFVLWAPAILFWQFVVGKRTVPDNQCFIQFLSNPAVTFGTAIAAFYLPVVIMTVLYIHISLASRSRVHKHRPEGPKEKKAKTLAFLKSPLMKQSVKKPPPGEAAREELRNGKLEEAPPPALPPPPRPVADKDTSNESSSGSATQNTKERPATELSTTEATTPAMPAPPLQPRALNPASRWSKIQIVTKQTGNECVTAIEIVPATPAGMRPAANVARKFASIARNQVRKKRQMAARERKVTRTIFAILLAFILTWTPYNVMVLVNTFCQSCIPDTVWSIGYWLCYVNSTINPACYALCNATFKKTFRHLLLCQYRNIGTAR
M1 antag: human M1 muscarinic receptor antagonists, primary screen, CHO-K1 cells, Fluo-8 calcium fluorescence, 1536-well; Muscarinic acetylcholine receptor M1 (Homo sapiens), P11229; CHO-K1 hM1, ACh EC80 antagonist; hit rate 1.3% among 360,000; inhibition, % at 3 µM; AID 588852, 2011;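 active means percent inhibition above its own plate's cutoff, namely the mean of that plate's compound wells plus 3 SD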;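 further: peak over basal fluorescence ratio during 140 s after agonist addition; 0% = ACh EC80 plus DMSO and 100% = DMSO alone without agonist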
CHRM4 antagonist: human M4 muscarinic receptor antagonists, primary screen, CHO cells, Fluo-8 calcium fluorescence; Muscarinic acetylcholine receptor M4 (Homo sapiens), P08173; CHO-hM4 cells, ACh EC80; inhibition, % at 3 µM; hit rate 0.73% among 360,000;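 active means inhibition above its plate's cutoff, the mean inhibition of sample wells plus 3 SD, cut at about 27% in these data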;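 further: 0% = acetylcholine EC80 with DMSO and 100% = DMSO without agonist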
OXTR potentiator: human OXTR potentiators, primary screen, fluorescence, CHO-OTR cells, Fluo-8 calcium; Oxytocin receptor (Homo sapiens), P30559; Fluo-8 calcium fluorescence, potentiator mode; 0% = oxytocin EC15, 100% = EC100; activation, % at 3 µM; hit rate 0.061% among 320,000;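 active means activation above that plate's cutoff, the mean activation of tested compounds plus 3 SD, cut at about 6.6% in these data, passing the limit was not always enough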;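 further: 100% uses oxytocin at 75 nM as the full agonist control; some results filed as inactive read as strong as hits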
Target sequence (P30559 whole entry, looked up): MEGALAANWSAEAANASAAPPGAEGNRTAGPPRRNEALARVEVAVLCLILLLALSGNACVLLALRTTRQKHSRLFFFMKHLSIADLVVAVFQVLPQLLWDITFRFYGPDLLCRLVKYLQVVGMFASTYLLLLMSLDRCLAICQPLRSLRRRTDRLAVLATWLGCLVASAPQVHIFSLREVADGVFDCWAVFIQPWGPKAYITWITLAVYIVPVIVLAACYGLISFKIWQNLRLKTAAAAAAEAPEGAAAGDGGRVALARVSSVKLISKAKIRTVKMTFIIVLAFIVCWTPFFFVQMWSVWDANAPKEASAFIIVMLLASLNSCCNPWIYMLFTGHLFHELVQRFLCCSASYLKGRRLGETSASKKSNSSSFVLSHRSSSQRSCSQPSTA
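Material: CHO-OTR cells, human receptor; compound dosing: single dose, 3.0 µM nominal final compound concentration; schedule: 6 min compound pre-incubation at room temperature, 100 s kinetic read; measured by: kinetic Fluo-8 calcium fluorescence; read-out basis: % activation vs EC15 and EC100 oxytocin; controls: EC15 oxytocin alone as 0%, 75 nM oxytocin as 100%; replicates: singlicate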
CHO parental Ca: ATP-evoked calcium signal inhibitors, parental CHO, primary screen, counter-screen for OX1R antagonist project, cell-based, fluorescence, Fluo-8 calcium dye; parental CHO-K1, ATP-induced calcium, Fluo-8 fluorescence; inhibition, % at 5.6 µM; hit rate 0.63% among 330,000;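 active means inhibition above that plate's mean sample inhibition plus 3 SD, cut at about 26% in these data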;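 further: 0% = ATP-challenged DMSO wells and 100% = DMSO wells without ATP; some compounds past the cut are filed as inactive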
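Test system: untransfected parental CHO cell line; also added: ATP stimulus; dosing: 5.6 µM, single dose; signal: calcium-sensitive Fluo-8 fluorescence; measure: percent inhibition of ATP-evoked calcium rise, normalized to controls; benchmarks: low control ATP plus DMSO, high control DMSO only; replication: one well per compound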
M1 ag: human M1 muscarinic receptor agonists, primary screen, Fluo-8 calcium fluorescence, CHO-K1 cells, HTS; hit rate 0.33% among 360,000; activation, % at 3 µM; CHO-K1 hM1, agonist mode; 0% DMSO, 100% acetylcholine EC100; Muscarinic acetylcholine receptor M1 (Homo sapiens), P11229;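 active means activation above the run's mean compound activation plus 3 SD, cut at about 16% in these data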;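 further: peak over basal fluorescence ratio within a 140 s kinetic read after compound addition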
CHO-K1 Ca antag: counter-screen for M1 antagonists: effect in parental CHO-K1 cells; hit rate 0.6% among 360,000; inhibition, % at 3 µM; ATP-induced calcium, Fluo-8 fluorescence;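 active means inhibition above a per-plate cutoff, the plate's mean sample inhibition plus 3 SD, cut at about 24% in these data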;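 further: 0% = DMSO plus EC80 ATP and 100% = DMSO alone without ATP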
* hit, by the source's call; . = no result given.

SMILES	CHO-K1 Ca ag	CHRM1 PAM	CHRM4 agonist	M1 antag	CHRM4 antagonist	OXTR potentiator	CHO parental Ca	M1 ag	CHO-K1 Ca antag
O=C(N/N=C/c1ccc(-c2ccccc2[N+](=O)[O-])o1)[C@H]1C[C@@H]1c1ccccc1	0.0	2.5	0.8	5.0	5.8	-6.9	-15.2	-4.8	-2.1
COc1ccccc1N(C(=O)CNC(=O)c1ccco1)C(C(=O)NC1CCCC1)c1ccncc1 (stereo not given)	0.4	6.3	0.4	-9.5	-5.7	-9.3	-10.3	-2.5	-3.8
NC(=O)/C(=N\O)c1ccccc1	-0.1	1.8	0.5	3.9	2.1	3.0	5.6	-2.6	9.8
Cc1ccc(OCCn2cc(/C=C(\C#N)C(=O)NCC3CCCO3)c3ccccc32)cc1C (stereo not given)	2.4	-15.8	8.8	30.1	5.4	-7.6	-16.9	-3.0	2.9
CCCn1cnc2c(SCc3ccccn3)nc(N)nc21	-0.3	6.5	0.3	-2.3	-7.4	.	.	1.8	10.9
COCOc1ccc(-c2cc(=O)c3c(O)cc(OCOC)cc3o2)cc1	0.9	2.0	0.2	-10.0	-5.5	-3.2	-10.0	-2.9	-8.5
COc1ccc(N=C2C(=Nc3ccc(OC)cc3)N(c3ccc(OC)cc3)C(=S)N2C)cc1	-0.5	3.2	0.2	-8.9	7.1	-3.3	-14.7	-5.8	-5.6
CC(C)Oc1ccc(CCc2nnc(SCC(=O)O)n2-c2ccccc2)cc1	11.3	0.8	0.4	1.2	-3.7	-13.1	-4.9	-6.9	-4.7
COc1ccc(NC(=O)c2ccco2)cc1NC(=O)COc1ccccc1[N+](=O)[O-]	1.1	6.7	2.2	-13.2	-2.6	-1.9	-13.5	-2.2	-3.2
CCOC(=O)c1c(-c2cccc(C)c2)csc1NC(=O)c1c(-c2ccccc2)noc1C	-0.4	3.8	-0.6	-11.9	-0.3	-18.0	-19.0	-3.6	4.9
COc1ccc(-c2nc(C#N)c(NCCCN(C)C)o2)cc1OC	-0.3	-3.6	0.4	8.2	6.5	6.9	-11.0	-6.7	-20.8
O=C(Cn1cnc2c(cnn2-c2ccc(F)cc2)c1=O)N1CCN(c2ccccc2)CC1	0.4	9.4	1.3	-4.7	-8.5	.	.	-2.7	-3.2
COC(=O)C(C)Sc1ncnc2c1nnn2-c1ccc(F)cc1 (stereo not given)	2.2	3.1	0.2	-6.1	16.9	2.7	-14.4	-4.8	0.8
C[C@@H]1CN([C@@H](C)CO)C(=O)Cc2cc(NC(=O)Nc3cccc4ccccc34)ccc2O[C@@H]1CN(C)Cc1ccc(C(F)(F)F)cc1	-0.1	2.1	1.1	-5.2	-3.2	-9.0	-29.5	-7.2	-11.4
CCOc1cc(NC(=O)c2ccccn2)c(OCC)cc1NC(=O)c1ccc(Cl)cc1	0.2	5.0	0.9	-7.5	2.8	-7.8	-11.7	0.5	4.6
N#Cc1nc(-c2ccc(Cl)cc2)oc1N1CCCCC1	-0.4	-2.8	-1.0	-4.6	3.4	-8.3	-32.9	-8.8	-4.9
O=C(NCc1ccncc1)C(=O)NCC1OCCN1S(=O)(=O)c1ccc(F)cc1 (stereo not given)	0.2	-4.8	1.9	-5.3	4.5	-4.6	-5.0	-3.4	-0.7
Cc1c(C(=O)N2CCN(C(=O)c3ccco3)CC2)sc2nc(-c3ccc(F)cc3)cn12	3.0	-0.7	13.2	-0.8	-0.5	-5.2	-4.6	-6.1	8.6
O=C(CSc1ncccc1C(=O)O)c1cccc(C(F)(F)F)c1	0.0	5.2	-0.3	-5.2	9.3	-13.1	-6.1	-1.8	-7.6
Cc1cnc(C(=O)Nc2ccc(C(C)C)cc2)cn1	1.1	-1.3	1.3	13.3	6.6	-5.2	0.4	-5.7	-9.2
CCOc1ccccc1NC(=O)CCC(=O)Nc1ccccc1OCC	0.4	0.9	2.3	-26.1	-7.2	-11.1	-29.3	-4.0	-9.9
CC(C)N1CC(C(=O)Nc2ccc(Cl)cc2Cl)CC1=O (stereo not given)	0.6	8.0	0.3	-6.1	-8.0	.	.	-2.9	6.5
Cc1ccccc1OCCCn1c(CO)nc2ccccc21	1.6	6.5	5.7	-9.2	2.8	-4.3	-15.7	-5.9	-7.2
CC(=O)NN=C(C)c1ccc(NC(=O)C2CC2)cc1	0.5	6.0	0.4	-11.6	-3.0	.	.	-1.9	-8.2
CCN(CC)S(=O)(=O)c1ccc(C)c(NC(=O)COc2ccc(Cl)cc2Br)c1	0.3	2.0	0.0	-8.4	1.0	-3.9	-21.1	-6.1	-8.2
Next results:
SMILES	CHO-K1 Ca ag	CHRM1 PAM	CHRM4 agonist	M1 antag	CHRM4 antagonist	OXTR potentiator	CHO parental Ca	M1 ag	CHO-K1 Ca antag
COc1ccc(Cl)cc1NC(=O)CN1CCC(n2nnc3cc(C)ccc32)CC1	1.4	4.0	0.2	-5.9	8.3	-13.8	-14.5	-3.2	4.6
O=C(C1CC(=O)N(c2ccccc2)C1)N1CCN(C2=NS(=O)(=O)c3ccccc32)CC1 (stereo not given)	0.1	9.2	0.1	-14.1	11.8	-3.9	-4.6	-5.2	-12.8
Cc1cccn2c(=O)c(C=C(C#N)C#N)c(N3CCN(c4ccccc4)CC3)nc12	0.9	1.2	7.3	-0.8	-21.9	.	.	-3.9	-12.3
O=C(COC(=O)Cn1cc(C(F)(F)F)ccc1=O)Nc1ccc(Br)cc1F	0.4	8.2	0.7	-12.9	-16.0	.	.	-1.0	-14.2
O=C1C=C(c2ccc(OC(F)(F)F)cc2)C[C@@H](c2ccc(F)cc2)C1	0.1	4.3	-0.7	-11.0	5.6	-3.4	-13.6	-5.4	-20.3
CSc1ccccc1NC(=S)NC1CCCCC1	-0.3	-0.9	0.9	3.5	-5.1	-2.0	8.3	-5.8	-19.9
CC(C)NC(=O)CN1C(=O)C(C)(C)Oc2ccc(C(=O)NC3CCCCC3)cc21	0.8	18.7	0.0	-16.7	-9.5	-4.1	-6.8	3.8	-11.7
CC(C(=O)N1CCc2ccccc21)N(C)CC(=O)Nc1cccc(F)c1 (stereo not given)	0.7	5.9	2.8	-3.3	4.4	-4.0	-23.3	-7.5	-5.8
COC(=O)c1cccc(N(C(=O)c2ccco2)C(C(=O)NC2CCCC2)c2ccc(N3CCOCC3)cc2)c1 (stereo not given)	0.9	14.5	1.9	-11.6	-4.3	-3.5	-20.6	3.3	-9.4
O=C(CSCc1ccc(F)cc1)Nc1ccccc1	-0.1	10.0	1.5	-13.0	1.8	-3.6	-7.3	-3.6	-10.0
NS(=O)(=O)c1ccc(NC(=O)c2ccc(-c3ccccc3)cc2)cc1	3.0	8.2	0.7	-0.5	-1.4	.	.	-6.3	-6.2
Cc1nn(C)c(C)c1S(=O)(=O)N(CC(=O)NCCN1CCOCC1)c1ccc(C(C)C)cc1	0.5	5.1	0.6	-11.1	-9.7	1.5	-17.7	-4.9	-9.6
O=C1NC[C@H](CCCCN2C[C@H](Cc3ccc(O)cc3)N(CC3CCCCC3)C(=O)C2=O)N(Cc2ccccc2)C1=O	0.0	.	-0.8	.	1.2	.	.	.	-5.6
CN1CCN(c2ccc3c(c2)OC[C@H](Cc2ccccc2)NS3(=O)=O)CC1	7.4	.	2.0	.	-6.4	.	.	.	-7.7
CCCCOc1ccc(C(O)(CCC)CCN2CCOCC2)cc1 (stereo not given)	4.5	-16.9	6.4	3.3	3.7	-9.3	-23.0	-7.1	-1.2
COCCN(C(=O)c1ccc(OCC(C)C)cc1)c1c(N)n(Cc2ccccc2)c(=O)[nH]c1=O	0.1	9.8	-0.9	-8.3	-2.7	-9.1	-16.1	-1.5	-8.6
O=C(CCc1nc2ccccc2[nH]c1=O)OCC(=O)N1CCc2ccccc21	1.1	-5.4	2.1	11.8	-0.6	-1.1	-27.5	-2.9	10.5
Cc1cccc(NC(=O)CNCC(=O)Nc2cccc(C)c2C)c1C	0.4	0.8	0.7	0.5	8.7	0.8	-15.8	-2.9	7.6
O=C(COC(=O)c1ccc2c(c1)OCCO2)NCCC1=CCCCC1	0.5	3.3	0.3	-6.9	-4.7	-8.0	-17.6	-8.7	-14.8
COCCN(C(=O)COC(=O)Cc1cccc2ccccc12)c1c(N)n(Cc2ccccc2)c(=O)[nH]c1=O	0.0	17.4	0.5	-15.2	-8.3	-10.1	-6.4	-2.9	-6.1
CC(C)n1c(CNC(=O)c2ccccc2F)nnc1SCC(=O)NC1CCCCC1	0.0	8.2	0.8	-3.8	8.6	.	.	-1.4	-0.2
CC1(C)COC(c2cccc([N+](=O)[O-])c2)OC1	-0.1	-3.9	0.1	2.3	1.9	.	.	-4.0	4.5
CNS(=O)(=O)c1cccc(C(=O)OCC(=O)c2ccc3[nH]c(=O)[nH]c3c2)c1	-0.5	1.9	2.4	-7.6	-6.5	-5.0	-9.4	-1.8	6.2
FC(F)(F)c1cccc(-c2noc(CN3CCOCC3)n2)c1	0.2	-7.6	0.7	2.2	-3.9	-10.7	17.9	-0.9	0.0
Cc1cccc(NC(=O)CCSc2nnc(Cc3ccccc3)o2)c1	2.9	5.3	1.2	-9.0	15.4	-5.8	-15.4	-5.2	-4.0
Additional entries follow.
SMILES	CHO-K1 Ca ag	CHRM1 PAM	CHRM4 agonist	M1 antag	CHRM4 antagonist	OXTR potentiator	CHO parental Ca	M1 ag	CHO-K1 Ca antag
COc1ccc2[nH]c(C(=O)O)c(CCN3C(=O)c4cccc([N+](=O)[O-])c4C3=O)c2c1	0.5	10.5	0.2	-16.2	3.0	-4.2	9.1	-1.6	-6.3
Cc1ccc2nc(N(CCN(C)C)C(=O)C3=COCCO3)sc2c1	1.2	13.8	2.3	-9.5	-5.0	-1.5	-12.6	-3.4	-5.9
Cc1ccc(NC(=O)C2CCN(S(=O)(=O)c3c(C)noc3/C=C/c3ccco3)CC2)nc1	0.4	-2.1	2.5	8.9	4.6	-7.5	-15.9	-6.0	21.7
CN(CC(=O)Nc1cccc(F)c1)C(=O)CN1C(=O)C2CCCCC2C1=O (stereo not given)	0.3	-3.6	1.8	10.1	-1.2	1.4	-16.6	-2.7	-4.4
O=C1C(Cl)=C(NCCCN2CCOCC2)C(=O)c2ccccc21	-0.6	2.8	1.1	-8.1	-3.2	.	.	-7.9	0.7
Cc1c(Cl)c([N+](=O)[O-])nn1Cc1ccc(C(=O)NN)o1	0.5	2.9	1.4	2.4	-2.8	-16.4	-9.7	-6.5	5.9
